Imprint erasure: genomic imprint erasure induction | AID 1948 | mouse ES Peg3-LacZ reporter, beta-gal luminescence, 40 h | Potency, µM (top dose mostly 60.7 µM), for the others: at the top dose activity change, positive = activation, hits mostly activators | 110,000 compounds, 0.02% hits;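 also: 0% = negative control wells on the plate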
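Each well holds 300 Peg3LacZ-Neo (maternal) female ES cells incubated 40 h at 37C, 5% CO2. LacZ is measured by BetaGlo luminescence, with AC50 and maximum efficacy derived from dose-response curves.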
IkB signaling: suppresses IkB signaling in ABC-DLBCL reporter cells | ABC-DLBCL IkBa-CBG/CBR dual luciferase ratio, 4 h; response scale: scaled: untreated 0%, proteasome inhibitor 100% | Potency, µM (top dose mostly 57.1 µM), for inactives: at the top dose IkBa stabilization activation | 110,000 compounds, 0.04% hits; active = well fitted curve in the direction sought with a large enough effect in the signal ratio, not every such curve was filed as active; inconclusive = small, poorly fitted or top-dose-only effect, or a change in a side signal; the % refers to the signal ratio;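 also: the direction sought is a rising ratio; 0% = basal untreated cells and 100% = reference inhibitor full response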
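In this assay, an IκBα–CBG68 fusion accumulates when IKK-driven degradation is blocked; native CBR normalizes for cell number. OCI-Ly3 cells were treated 4 h with compound and doxycycline, then green and red light read after Chroma-Glo addition.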
p53ts 39C tox: p53ts cell cytotoxicity, nonpermissive temperature; H1299-p53A138V viability at 39C, ATP luminescence, 24 h; AID 902; 130,000 compounds, 1.5% hits; Potency, µM (doses to about 46.1 µM), without a hit: at the top dose activity change, negative = cell killing, actives largely listed as cytotoxic; also: nearly all actives have a fitted effect of over 55% in size
p53ts 32C tox: cytotoxicity in p53ts cells at permissive temperature; H1299-p53A138V at 32C, ATP luminescence viability, 24 h; Potency, µM (highest dose often 46.1 µM), for inactives: top-dose activity change, negative = cytotoxicity, most hits filed as cytotoxic; 130,000 compounds, 0.93% hits;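 also: 0% = DMSO and -100% = full killing by reference compound; nearly all actives have a fitted effect of over 55% in size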
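Viability by ATPlite luminescence after 24 h compound treatment (up to 46 uM) at the permissive 32C. Cells are H1299 carrying p53 A138V. Scale runs from DMSO basal to 100 uM tamoxifen as full kill; AC50 from Hill fits.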
An asterisk follows results filed as active; ? = inconclusive; / = not tested or not shown; [ ] = dose if it differs, or a comment. Unless noted, calls follow the shape of the dose curve; as a rule, active = well fitted curve in the direction sought with a large enough effect; inconclusive = small, poorly fitted or top-dose-only effect, or another doubt; inactive = no such curve, though single readings can be large; an effect the other way counts as inactive or inconclusive. Unless noted, % is scaled to controls: 0 for no effect and ±100 for the full control effect; potency is read from the fitted curve at half-maximal effect.

SMILES	Imprint erasure	IkB signaling	p53ts 39C tox	p53ts 32C tox
O=C(c1ccccc1NS(=O)(=O)c1ccc(Br)s1)N1CCOCC1	2%	1.2%	-2%	-8%
O=c1[nH]c2ccc(S(=O)(=O)N3CCN(C4CCCCC4)CC3)cc2[nH]c1=O	-1%	0.2%	-7%	-3%
COc1ccc(NC(=O)C2COc3ccccc3C2)cc1Cl (centres undefined)	-8%[10.9 µM]	-2.0%	-24%	10%
O=C(NCc1ccco1)C1c2ccccc2Oc2ccccc21	/	/	7%	9%
COc1ccc(-n2nnnc2C2CCN(S(=O)(=O)c3ccc(C)cc3)CC2)cc1	-9%[10.9 µM]	?	-5%	13%
O=C(Nc1cccc(-c2cn3cccnc3n2)c1)c1ccc(Br)o1	-1%	-0.8%	3%	12%
CCC(=O)N(Cc1cc(=O)[nH]c2ccccc12)C1CCCCC1	-3%	-1.2%	12%	11%
O=C(c1ccncc1)N1CCC2(CC1)CN(c1ccccc1)C2	/	1.5%[11.4 µM]	-3%	-22%
Cc1ccc(NC(=O)c2nnn(Cc3cccc(C(F)(F)F)c3)c2N)c(C)c1	-15%[10.9 µM]	?	-3%	-4%
COc1ccc2c(c1)CC(C(=O)NCCCN1CCN(c3ccccc3F)CC1)CO2 (centres undefined)	-18%[10.9 µM]	?	-6%	11%
CC[C@H](C(=O)c1cccs1)C(O)(C(F)(F)F)C(F)(F)F	0%[10.9 µM]	0.6%[11.4 µM]	3%[9.22 µM]	-1%[9.22 µM]
CCS(=O)(=O)c1nc2ccccc2n1CC(=O)N1CCCCC1	-9%	-2.9%	7%	7%
COc1ccc2[nH]cc(C(=O)CN3CCN(C(=O)c4ccco4)CC3)c2c1	1%	2.3%	8%	10%
COc1ccc(-n2c(SCC(N)=O)nnc2-c2ccccc2F)cc1	-7%	1.5%	2%	9%
COc1ccc(NC(=O)Nc2cccc(C)n2)cc1	-15%	0.3%	-21%	-29%
CN1CCN(c2ncc3nc(-c4ccccc4)c(=O)n(Cc4ccc(F)cc4)c3n2)CC1	/	0.9%[11.4 µM]	-4%	-5%
COc1cccc(-c2csc(N3CCN(CC(=O)Nc4ccc5c(c4)OCO5)CC3)n2)c1	-6%	?	-4%	7%
CCOc1ccc(C(=O)NCCc2csc(-c3cccc(F)c3)n2)cc1OCC	-3%[10.9 µM]	1.1%	-15%	-14%
COc1cc2c(cc1OC)CN(S(=O)(=O)c1ccc3c(c1)OCCO3)CC2	-18%	-0.7%	8%	4%
O=C(CSc1nc(-c2ccc(F)cc2)[nH]c1-c1ccccc1)Nc1ccccc1	10%[10.9 µM]	?	-8%	-1%
Cc1cc(C)nc(N(C#N)CC(=O)Nc2ccccc2)n1	/	8.2%	4%	-6%
Cc1ccc(C(C(=O)NC2CCCCC2)N(Cc2ccco2)C(=O)Cn2cnc3ccccc32)cc1 (centres undefined)	/	/	12%	7%
COc1cccc(Cn2c(=O)c(C)nc3cnc(N4CCN(C)CC4)nc32)c1	-13%	3.4%[11.4 µM]	-12%	11%
CCCn1cnc2c(=O)oc3ccccc3c21	/	/	-5%	0%
CCOC(=O)c1cnn(-c2cccc(Cl)c2)c1C1CCN(C(=O)OC(C)(C)C)CC1	-12%[10.9 µM]	-1.7%	19%	18%

Laid out differently: results already given
mol | Imprint erasure | IkB signaling | p53ts 39C tox | p53ts 32C tox
O=C(c1ccccc1NS(=O)(=O)c1ccc(Br)s1)N1CCOCC1 | 2% | 1.2% | -2% | -8%
O=c1[nH]c2ccc(S(=O)(=O)N3CCN(C4CCCCC4)CC3)cc2[nH]c1=O | -1% | 0.2% | -7% | -3%
COc1ccc(NC(=O)C2COc3ccccc3C2)cc1Cl (centres undefined) | -8%[10.9 µM] | -2.0% | -24% | 10%
O=C(NCc1ccco1)C1c2ccccc2Oc2ccccc21 | / | / | 7% | 9%
COc1ccc(-n2nnnc2C2CCN(S(=O)(=O)c3ccc(C)cc3)CC2)cc1 | -9%[10.9 µM] | ? | -5% | 13%
O=C(Nc1cccc(-c2cn3cccnc3n2)c1)c1ccc(Br)o1 | -1% | -0.8% | 3% | 12%
CCC(=O)N(Cc1cc(=O)[nH]c2ccccc12)C1CCCCC1 | -3% | -1.2% | 12% | 11%
O=C(c1ccncc1)N1CCC2(CC1)CN(c1ccccc1)C2 | / | 1.5%[11.4 µM] | -3% | -22%
Cc1ccc(NC(=O)c2nnn(Cc3cccc(C(F)(F)F)c3)c2N)c(C)c1 | -15%[10.9 µM] | ? | -3% | -4%
COc1ccc2c(c1)CC(C(=O)NCCCN1CCN(c3ccccc3F)CC1)CO2 (centres undefined) | -18%[10.9 µM] | ? | -6% | 11%
CC[C@H](C(=O)c1cccs1)C(O)(C(F)(F)F)C(F)(F)F | 0%[10.9 µM] | 0.6%[11.4 µM] | 3%[9.22 µM] | -1%[9.22 µM]
CCS(=O)(=O)c1nc2ccccc2n1CC(=O)N1CCCCC1 | -9% | -2.9% | 7% | 7%
COc1ccc2[nH]cc(C(=O)CN3CCN(C(=O)c4ccco4)CC3)c2c1 | 1% | 2.3% | 8% | 10%
COc1ccc(-n2c(SCC(N)=O)nnc2-c2ccccc2F)cc1 | -7% | 1.5% | 2% | 9%
COc1ccc(NC(=O)Nc2cccc(C)n2)cc1 | -15% | 0.3% | -21% | -29%
CN1CCN(c2ncc3nc(-c4ccccc4)c(=O)n(Cc4ccc(F)cc4)c3n2)CC1 | / | 0.9%[11.4 µM] | -4% | -5%

The list continues.
SMILES	Imprint erasure	IkB signaling	p53ts 39C tox	p53ts 32C tox
CC(=O)c1ccc(N2CCN(C(=O)C3CCCN(S(=O)(=O)c4ccc(Br)s4)C3)CC2)cc1 (centres undefined)	-10%[10.9 µM]	?	-15%	0%
Cc1ccc(-c2[nH]c3ccccc3c2SCCNC(=O)c2ccc(S(=O)(=O)N(C)C)cc2)cc1	-17%[10.9 µM]	?	-2%	1%
Cc1cc(C)c(S(=O)(=O)N(CC(=O)O)C2CCCCC2)c(C)c1	-5%	-1.8%	13%	8%
Cc1cnnc2c1-c1nonc1CC2	-1%	1.5%	-2%	7%
Cc1ccc(C(=O)c2cn(Cc3ccccc3)c3ccccc3c2=O)cc1	-9%[10.9 µM]	0.1%	-19%	7%
COCCNC(=O)[C@@]1(Cc2ccccc2)C=C[C@@H](C)N1C(C)=O	-5%	/	8%	6%
COc1ccc(OC)c(N(CC(=O)NCc2ccccc2)S(=O)(=O)c2ccccc2)c1	-9%[10.9 µM]	-2.2%	19%	0%
C=CCn1c(SCC(=O)c2cccs2)nc2sc(C)cc2c1=O	-15%	?	2%	11%
CCCC1(C(=O)OC)C=C2C(=C(c3ccccc3)C(=O)C2C)CN1 (centres undefined)	-16%	/	5%	1%
Cc1cc(N2CCN(C)CC2)nc2ccc(NC(=O)c3ccc4c(c3)OCO4)cc12	-22%	?	-23%	?
COc1ccccc1-c1nnc(NC(=O)OCC(C)C)s1	-8%	-4.5%	7%	-1%
CC12C=C(/C=C/CCc3ccco3)C(C)(C1)C(CCc1ccco1)CC2=O (centres undefined)	/	/	19%[9.22 µM]	7%[9.22 µM]
N=c1n(CCO)c2ccccc2n1Cc1ccc(Cl)cc1	-11%	-0.1%	-15%	-10%
O=C(O)/C=C\C(=O)Nc1ccccc1C(=O)NCc1ccccc1	/	/	18%	4%
CCOc1cccc2cc(-c3csc(NC(=O)CCC(=O)N4CCN(C)CC4)n3)c(=O)oc12	-8%	-1.0%	-9%	2%
CCCCCCCC(=O)N/N=C/c1ccc([N+](=O)[O-])o1	/	/	?	2%
O=c1n(Cc2cccc(C(F)(F)F)c2)c2ccccc2c2nc(-c3ccccc3)nn12	-18%[10.9 µM]	?	-6%	6%
COc1ccccc1NC(=O)C1=C(C)Nc2nc(SCc3ccccc3)nn2C1c1ccccn1 (centres undefined)	3%[10.9 µM]	?	18%	1%
CCOC(=O)c1cc(OC(=O)c2ccccc2C)n(-c2ccccc2)n1	7%[10.9 µM]	-1.9%	19%	-9%
CN1CCN(C(c2ccccc2)c2nnnn2Cc2ccccc2)CC1 (centres undefined)	/	/	-5%	5%
O=C1CC(N2CCC(O)(c3ccc(Cl)cc3)CC2)C(=O)N1 (centres undefined)	-12%	-1.5%	14%	3%
